FEN1 inh: blocks human flap endonuclease 1; Recombinant FEN1 flap cleavage, fluorescence, 15 min; AID 588795; 390,000 compounds, 0.35% hits; Potency, µM (titrated, usually from 114 µM), inactives show at the top dose activity change, negative = inhibition, hits mostly inhibitors; P39748; note: nearly all actives have a fitted effect of over 65% in size
Target sequence (P39748 whole entry, looked up): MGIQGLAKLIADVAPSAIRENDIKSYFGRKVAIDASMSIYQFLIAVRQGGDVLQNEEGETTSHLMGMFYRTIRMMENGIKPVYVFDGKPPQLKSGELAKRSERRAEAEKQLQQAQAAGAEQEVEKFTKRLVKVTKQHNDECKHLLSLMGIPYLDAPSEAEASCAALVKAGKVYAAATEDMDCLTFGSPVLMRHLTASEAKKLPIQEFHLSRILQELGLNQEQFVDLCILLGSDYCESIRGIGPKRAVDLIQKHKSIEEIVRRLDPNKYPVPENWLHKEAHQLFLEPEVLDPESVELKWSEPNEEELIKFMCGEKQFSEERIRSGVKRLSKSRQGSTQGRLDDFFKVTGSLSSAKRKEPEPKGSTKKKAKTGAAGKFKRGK
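FEN1 at 10 nM, compound pretreatment for 15 min (room temperature), 50 nM final substrate to initiate; endpoint reads at 0 and 15 min; DMSO-only plates used as vehicle background.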
GCN5L2 inh: inhibitors of human GCN5L2 histone acetyltransferase. Q92830. GCN5L2 HAT assay, ThioGlo1 CoA-SH fluorescence. 390,000 compounds, 0.21% hits. AID 504327. Potency, µM (doses to about 58.9 µM), for the others: top-dose activity change, negative = inhibition, usual class: inhibitors
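Titration-based screen in which CoA formation is detected via maleimide probe ThioGlo1 (50uM) turning fluorescent on thiol reaction; substrates H3(1-25) 75uM and acetyl-CoA 70uM, GCN5L2 20nM, 20 min incubation at room temperature.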
TDP1 cell CPT: growth inhibition of DT40 Tdp1-/-;hTDP1 cells with camptothecin (screen for TDP1 inhibitors) | chicken DT40 Tdp1-/-;hTDP1 cells + 20 nM CPT, ATP luminescence, 48 h | Potency, µM (titrated, usually from 46.2 µM), for inactives: at the highest dose activity change, negative = growth inhibition, actives largely listed as inhibitors | 420,000 compounds, 12% hits; note: nearly all actives have a fitted effect of over 55% in size
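Chicken DT40 Tdp1-/- cells stably complemented with human TDP1 were seeded at 400 cells/well in medium containing 20 nM camptothecin, exposed to pin-transferred compounds, and grown at 37 °C for at least 48 hr. Viability was read as ATP luminescence.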
Numbers without * were called inactive; ? = inconclusive; . = not tested or not shown; & = joins results of further samples. Calls come from the whole dose curve; as a rule, active = well fitted curve in the direction sought with a large enough effect; inconclusive = small, poorly fitted or top-dose-only effect, or another doubt; inactive = no such curve, though single readings can be large; an effect the other way counts as inactive or inconclusive. % is set by controls: 0 for no effect and ±100 for the full control effect; potency is the fitted concentration of half-maximal effect. This is a subset; count on the stated rates, not on these rows.

SMILES	FEN1 inh	GCN5L2 inh	TDP1 cell CPT
O=C(N=Nc1c(O)[nH]c(=O)[nH]c1=O)C1COc2ccccc2O1 (centres undefined)	-9%	-13%	?
COC(=O)C1=C(c2ccc(F)cc2OCc2ccccc2)C[C@@H]2CC[C@H]1N2C(=O)NCCc1ccc(F)cc1	-19%	-10%	?
Cc1ccccc1-n1nc(C)c2c1NC(=O)CSC2c1ccccc1C(F)(F)F (centres undefined)	15%	-3%	26µM*
COC(=O)C1=C(c2ccccc2)C[C@@H]2CC[C@H]1N2C(=O)NCCCOC(C)C	14%	.	2%
CC(=O)Nc1ccc(OC(=O)N(C)c2ccc(C)cc2)cc1	-4%	1%	16%
Cc1cc(C)c(-n2c(O)c(/C=N/N3CCCCC3c3cccnc3)c(=O)[nH]c2=O)c(C)c1 (centres undefined)	5%	0%	8%
O=[P+](Cc1ccccc1)Cc1ccccc1	-9%	-7%	8%
Cc1cccc(-c2nn3c(=O)cc(CN4CCN(C(=O)COc5ccc(Cl)cc5)CC4)nc3s2)c1	-1%	4%	?
CN1C(=O)COc2c(C(=O)N[C@@H]3CN4CCC3CC4)cc(Cl)cc21	.	-5%	6%
Cc1nc2nc(C)c(CCC(=O)N3CCC4(CC3)OCCO4)c(C)n2n1	-3%	5%	-2%
CCOc1ccc(-c2cc(C)[n+](CCc3ccc(OC)c(OC)c3)c(-c3ccc(OCC)cc3)c2)cc1	-6%	-7%	0.82µM*
CC(NCc1ccc(Cl)c(Cl)c1)C(O)c1ccccc1 (centres undefined)	-5%	-10%	16µM*
CCCCCC(=O)N[C@@H](c1ccccc1)[C@@H](O)C(=O)O[C@H]1C[C@@]2(O)[C@@H](OC(=O)c3ccccc3)C3[C@](C)(C(=O)[C@H](O)C(=C1C)C2(C)C)[C@@H](OC1OCC(O)C(O)C1O)C[C@H]1OC[C@@]31OC(C)=O (some centres undefined)	-7%	1%	1.2µM*
O=C1C=C2C=C[C@@H]3CC2(O1)[C@H]1CCCCN31	23%	0%	?
Cc1cc(N2C(=O)C3CCCN3C2c2ccc(Cl)c(Cl)c2)no1 (centres undefined)	-17%	0%	6%
Clc1ccccc1-c1cncnc1NCCc1cnc[nH]1	.	-2%	?
CN(C)C(=O)Oc1ccc2nnc3ccnn3c2c1	-1%	-6%	-5%
C/C=C/CC1(CC)C(=O)NC(=S)NC1=O	17%	-8%	1%
O=[N+]([O-])c1ccc(-[n+]2c(-c3ccccc3)cc(-c3ccccc3)cc2-c2ccccc2)cc1	18%	-2%	?
CCN1C(=O)c2ccccc2Sc2ccc(NC(=O)c3ccc(C)c(F)c3)cc21	-20%	-1%	?
CCOC(=O)N1CCN(C(C)C(=O)c2c[nH]c3ccccc23)CC1 (centres undefined)	1%	2%	-23%
NS(=O)(=O)c1ccc(CCNC(=O)c2ccc(Cl)c(S(=O)(=O)N3CCCCC3)c2)cc1	?	-7%	?
O=C(NN=Cc1ccc(N(CCCl)CCCl)cc1)C(=O)c1c[nH]c2ccccc12	-18%	.	21µM*
CC(C)(CN)CC(=O)O	0%	-50%	-13%
Cc1ccc2c(c1)C(c1ccccc1)=NCC(=O)N2	-8%	-1%	11%

The list continues:
SMILES	FEN1 inh	GCN5L2 inh	TDP1 cell CPT
Cc1nn(Cc2ccccc2)c2c1C(c1ccco1)C(C#N)=C(N)O2 (centres undefined)	1%	?	?
COc1ccc(NC(=O)CCOc2cc(C)ccc2C)cc1S(=O)(=O)N1CCCCC1	9%	-8%	?
COC(=O)C1C(O)C(C)C(O)C(C)/C=C\C=C(/C)C(=O)Nc2c(C)c(OC(C)=O)c3c(c2O)C(=O)C(C)=C2OCOC(=C23)/C(C)=C/C(C)(O)C(O)C(C)C1O (centres undefined)	-5%	1%	-24%
CCn1c(C)c(C(=O)NCCc2ccccc2)c2cc(OC)ccc21	-10%	-6%	-3%
O=C(O)C(Cl)(Cl)Cl	-5%	-11%	-8%&6%
CC(=NCc1ccc2c(c1)OCO2)c1c(O)n(-c2ccc(C)cc2)c(=O)[nH]c1=O	4%	-4%	-4%
CCOc1ccc(CN(CCc2ccc3c(c2)OCO3)Cc2cc(OC)ccc2O)cc1	-11%	0%	?
C[N+](C)(C)CC(=O)Nc1ccc(Cl)cc1C(=O)c1ccccc1	0%	-1%	1%
CN(C)CCCNCC(=O)Nc1ccc(Cl)cc1C(=O)c1ccccc1	14%	-5%	5%
N=c1c[n+](C2CCCCC2)[n-]o1	-9%	-6%	1%
Cc1cc(S(=O)(=O)NC(C)C)ccc1OCC(=O)N1CCN(Cc2ccc3c(c2)OCO3)CC1	6%	-5%	16µM*
CCCCCCCn1c(=O)c(C(=O)Nc2cnccn2)c(O)c2ccccc21	5%	2%	0.82µM*
COc1ccc(CCNc2nc3c(c(=O)n(C)c(=O)n3C)n2Cc2ccc(F)cc2)cc1OC	1%	1%	6.5µM*
O=c1[nH]c(O)c(C=NC2CCN(Cc3ccccc3)CC2)c(=O)[nH]1	-3%	-3%	-10%
COc1ccc(S(=O)(=O)Nc2ccccc2OC)cc1N=Nc1c(O)[nH]c(=S)[nH]c1=O	-20%	-20%	?
Cc1cccc(CN2C(=O)CN=C(c3ccccc3Cl)c3cc(Cl)ccc32)c1	-22%	-9%	23µM*
COc1ccc(-n2nc(C(=O)NCC(=O)N3CCC4(CC3)OCCO4)c3ccccc3c2=O)cc1	1%	-20%	-4%
Clc1ccc(CNC2CN3CCC2CC3)cc1 (centres undefined)	4%	-4%	-3%
COC(=O)C1=C(c2ccc(F)cc2F)C[C@@H]2CC[C@H]1N2C(=O)NC1CC1	-20%	-6%	?
O=P(N1CCCCC1)(N1CCCCC1)C(Cl)(Cl)Cl	-5%	0%	-6%
COC(=O)C1=C(c2ccc(S(C)(=O)=O)cc2)C[C@@H]2CC[C@H]1N2C(=O)NCc1ccco1	-5%	.	3%
O=C(NC(=O)N1CCC2(CC1)OCCO2)c1ccc(Cl)cc1	-1%	-3%	20%
CCC(=NCc1ccco1)c1c(O)n(C)c(=O)n(C)c1=O	-1%	3%	?
NC1C=CC=C(C(=O)O)C1 (centres undefined)	3%	?	-4%&-1%
Cc1cccc(CN2CCN(Cc3ccc(Cl)cc3)CC2)c1	1%	-3%	?

14 of the compounds above, with values under each structure:
Under each structure: FEN1 inh | GCN5L2 inh | TDP1 cell CPT
Cc1nn(Cc2ccccc2)c2c1C(c1ccco1)C(C#N)=C(N)O2 (centres undefined)
    1% | ? | ?
COc1ccc(NC(=O)CCOc2cc(C)ccc2C)cc1S(=O)(=O)N1CCCCC1
    9% | -8% | ?
COC(=O)C1C(O)C(C)C(O)C(C)/C=C\C=C(/C)C(=O)Nc2c(C)c(OC(C)=O)c3c(c2O)C(=O)C(C)=C2OCOC(=C23)/C(C)=C/C(C)(O)C(O)C(C)C1O (centres undefined)
    -5% | 1% | -24%
CCn1c(C)c(C(=O)NCCc2ccccc2)c2cc(OC)ccc21
    -10% | -6% | -3%
O=C(O)C(Cl)(Cl)Cl
    -5% | -11% | -8%&6%
CC(=NCc1ccc2c(c1)OCO2)c1c(O)n(-c2ccc(C)cc2)c(=O)[nH]c1=O
    4% | -4% | -4%
CCOc1ccc(CN(CCc2ccc3c(c2)OCO3)Cc2cc(OC)ccc2O)cc1
    -11% | 0% | ?
C[N+](C)(C)CC(=O)Nc1ccc(Cl)cc1C(=O)c1ccccc1
    0% | -1% | 1%
CN(C)CCCNCC(=O)Nc1ccc(Cl)cc1C(=O)c1ccccc1
    14% | -5% | 5%
N=c1c[n+](C2CCCCC2)[n-]o1
    -9% | -6% | 1%
Cc1cc(S(=O)(=O)NC(C)C)ccc1OCC(=O)N1CCN(Cc2ccc3c(c2)OCO3)CC1
    6% | -5% | 16µM*
CCCCCCCn1c(=O)c(C(=O)Nc2cnccn2)c(O)c2ccccc21
    5% | 2% | 0.82µM*
COc1ccc(CCNc2nc3c(c(=O)n(C)c(=O)n3C)n2Cc2ccc(F)cc2)cc1OC
    1% | 1% | 6.5µM*
O=c1[nH]c(O)c(C=NC2CCN(Cc3ccccc3)CC2)c(=O)[nH]1
    -3% | -3% | -10%

(listing goes on)
SMILES	FEN1 inh	GCN5L2 inh	TDP1 cell CPT
COC(=O)C1=C(c2ccc(OC(F)(F)F)cc2)C[C@@H]2CC[C@H]1N2C(=O)NCc1cc(C)oc1C(F)(F)F	-23%	-22%	?
CCOc1ccccc1-n1c(O)c(C=Nc2c(C)n(C)n(-c3ccccc3)c2=O)c(=O)[nH]c1=O	-3%	-8%	-1%
CCC(=NCCCN1CCOCC1)c1c(O)n(Cc2ccccc2)c(=O)[nH]c1=O	-1%	-4%	?
Nc1c2c(nc3sc4c(c13)CCCC4)CCCC2	15%	-6%	?
Cc1cccc(C)c1NC1=NCCCCS1	0%	-6%	-13%
Oc1cc2c(cc1CN1CCN(c3ccccc3)CC1)OCO2	13%	-2%	3%
O=C(c1sc2ccccc2c1Cl)N1CCC2(CC1)OCCO2	5%	-3%	-29%
COc1ccc(CCNCC2CCCO2)cc1 (centres undefined)	23%	0%	-2%
COC(=O)C1=C(c2ccc(F)cc2OCc2ccccc2)C[C@@H]2CC[C@H]1N2C(=O)NCc1ccc(C(C)(C)C)cc1	-13%	-12%	?
CCOP(=O)(OCC)c1nc(-c2ccc(C)cc2)oc1NCc1ccccc1	-3%	-6%	?
COCCn1c(-c2ccccc2)cc(C(=O)O)c1C	-2%	.	?
N=C1/C(=C\c2ccc(OC(=O)c3ccccc3Cl)cc2)C(=O)N=C2SC(N3CCOCC3)=NN12	?	?	-2%
COc1ccc(OC)c(N=Cc2c(O)[nH]c(=O)[nH]c2=O)c1	?	-5%	3%
CCc1ccc(NC(=O)CN2C(=O)C3(SCC(=O)N3c3ccc(F)c(F)c3)c3ccccc32)cc1 (centres undefined)	-2%	0%	18µM*
CCN(CC)P(=O)(c1n(CC)cc[n+]1CC)N(CC)CC	-2%	-18%	-1%
O=C1NC(=O)N(c2ccccc2)C(=O)/C1=C/c1coc2ccc(O)cc2c1=O	-2%	1%	23µM*
Cc1ccc(N)c(C(=O)c2ccccc2)c1	-16%	?	-1%
COc1cccc(OC)c1CN1CCCC(C(=O)c2cccc(Cl)c2)C1 (centres undefined)	-3%	-3%	18µM*
CCOC(=O)c1cccc(-[n+]2c(-c3ccccc3)cc(-c3ccccc3)cc2-c2ccccc2)c1	5%	-2%	1.6µM*
Cc1ccccc1C(O)(Cc1ccccc1)C1CN2CCC1CC2 (centres undefined)	0%	-4%	18µM*
O=P(Oc1ccccc1)(Oc1ccccc1)N1CCN(c2ccc(F)cc2)CC1	-12%	-10%	?
O=C(Oc1ccccc1)N1CCC2(CCN(Cc3ccccc3)CC2)CC1	.	-14%	6%
Cc1ccc(CN2C(=O)c3ccccc3Sc3ccc(C(=O)N4CCC5(CC4)OCCO5)cc32)cc1	-17%	-4%	?
CCOc1ccc(-c2cc(C)[n+](CCN3CCOCC3)c(-c3ccc(OCC)cc3)c2)cc1	-3%	-21%	1.5µM*
CNC(=O)N(C)c1ccc(C(O)(C(=O)OC)C(F)(F)F)cc1 (centres undefined)	-4%	-2%	11%

2 compounds from above with just GCN5L2 inh and FEN1 inh:
SMILES | GCN5L2 inh | FEN1 inh
O=C1NC(=O)N(c2ccccc2)C(=O)/C1=C/c1coc2ccc(O)cc2c1=O | 1% | -2%
Cc1ccc(N)c(C(=O)c2ccccc2)c1 | ? | -16%

The list goes on:
SMILES	FEN1 inh	GCN5L2 inh	TDP1 cell CPT
CCNC(=O)NNC(=O)C1CC(c2cccnc2)=NO1 (centres undefined)	3%	-5%	9%
O=C(Nc1ccc(F)cc1F)c1cccnc1Oc1cccc(C(F)(F)F)c1	1%	-3%&0%	16%
Clc1ccc(-c2nc3ccc(Cl)cn3c2CN2CCCCC2)cc1	4%	8%	?
O=C(COC(=O)Cc1ccccc1)Nc1cc(S(=O)(=O)N2CCOCC2)ccc1N1CCCC1	-13%	1%	-5%
CCCCn1c(O)c(C=NCCCn2ccnc2)c(=O)[nH]c1=O	-5%	-6%	-11%
Cc1oc(-c2cccc(Cl)c2)nc1CN1CCC(C(=O)NCCCN2CCN(c3cccc(Cl)c3)CC2)CC1	11%	-8%	15µM*
COP(=O)(NC(C)=O)SC (centres undefined)	-10%	.	-11%
CC(=O)N1CCc2cc(S(=O)(=O)N3CCN(c4ccc(C)cc4)C(C)C3)ccc21 (centres undefined)	-8%	-3%	23µM*
COC(=O)C1=C(c2cccc(OCc3ccccc3)c2)C[C@@H]2CC[C@H]1N2C(=O)NCc1ccc(OC)cc1	-12%	-12%	12µM*
C#CC[N+]1(C)[C@@H]2CC(OC(=O)C(CO)c3ccccc3)C[C@H]1C(O)C2 (some centres undefined)	15%	3%	10%
CCCC[n+]1cc(=N)o[n-]1	-5%	.	-2%
COc1ccc(CCNC(=O)COC(=O)Cc2ccccc2)cc1	-5%	3%	-5%
